Ins promoter up: MIN6 insulin promoter up-regulation; AID 1625; z-score at 5 µM; hit rate 0.3% among 190,000; MIN6 insulin promoter-GFP reporter, high-content imaging; stronger effect = higher value;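 active means z-score above 3 at 5 µM with at least 500 cells counted in the well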
MT stabilize HCS: stabilizes microtubules in HeLa cells. hit rate 0.83% among 200,000. % tubulin-high responders, % at 10 µM. HeLa tubulin immunostaining HCS, 24 h; share of cells brighter than vehicle mean+2SD;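 active means plate Z-score above 3 for both tubulin-high and condensed-nucleus cell shares, with cell loss under 80%, at 10 µM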;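 further: anti alpha tubulin signal scored within the nucleus-defined area of each cell; some results filed as inactive read as strong as hits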
Dynein cargo inh: blocks dynein driven cargo transport along microtubules; z-score, hits read low; AID 1381; hit rate 0.47% among 220,000; 3617.4 mouse cells, GR-EGFP nuclear translocation imaging; test concentration mostly 20 µM; stimulated with dexamethasone, 1 µM; stronger effect = lower value;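 active means plate z-score of nuclear minus cytoplasmic receptor signal below a set negative limit, without overly bright fluorescence or cell loss, cut at about -3.5 in these data, passing the limit was not always enough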;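 further: z-score of nuclear minus cytoplasmic ring GR-EGFP intensity difference per well; some compounds called inactive have numbers as strong as hits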
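Buffer or medium: tetracycline-free induction medium containing charcoal-stripped FBS / Reagent: dexamethasone agonist, 1.0 µM final, for 30 min / Technique: automated 10x imaging of fixed Hoechst-stained cells / Times: induction 48 h, compound 1 h, agonist 30 min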
P. falciparum M17LAP: P. falciparum M17LAP inhibitors, primary screen, biochemical, fluorogenic H-Leu-NHMec substrate, 1536-well (AID 1619); hit rate 0.38% among 220,000; recombinant M17LAP, H-Leu-NHMec fluorogenic kinetic assay; higher % means a stronger effect; inhibition, % at 30 µM; hits with a dose series show IC50 in µM;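 active means compound inhibiting the enzyme by more than half at any dose during confirmatory dose-response retesting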;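 further: plate controls were full reaction with DMSO carrier for no effect and no enzyme background for full effect; strong numbers were not always called active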
Autophagy mod: alters autophagy in cells; MEF GFP-LC3 puncta imaging; test concentration mostly 10 µM; hit rate 0.98% among 190,000; calls only at 10 µM (by protocol);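 active means percentage of spot-positive cells more than 3 SD above its plate mean, without a fluorescence outlier flag or 80% toxicity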;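 further: spot-positive cell cutoff set from DMSO-treated cells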
Hep lipid drop: modulators of hepatic lipid droplet formation. AML12 mouse hepatocytes, oleate lipid droplets, BODIPY imaging. inhibition, % at 6.5 µM. hit rate 0.4% among 240,000. AID 1656;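 active means lipid droplet intensity inhibited by at least 50%, with more than 500 cells counted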
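Assay system: AML12 mouse liver cells | Compound: 6.5 µM single-point dosing | Schedule: Overnight exposure | Technique: Fluorescence imaging, 20x objective, two fields per well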
CSM14.1 death rescue: protection against thapsigargin-triggered cell killing – 384-well, CSM14.1, ATP luminescence, primary screen (AID 1222); CSM14.1 thapsigargin-induced death rescue, ATP luminescence; higher % means a stronger effect; cellular ATP content (survival), % at 20 µM; hits with a dose series show EC50 in µM; 190,000 tested, under 10 active;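 active means EC50 below 50 µM in the dose-response confirmation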;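 further: death triggered by thapsigargin at about 15 µM added after 2 h compound pretreatment; cell ATP read after overnight thapsigargin exposure of roughly 18 to 22 hours; normalized against plate controls of thapsigargin alone and 5% DMSO vehicle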
Yfh1-depleted yeast: mitochondrial function rescue without frataxin homolog – Friedreich's ataxia, plus single-dose screen, dose response (AID 1465). hit rate 0.074% among 220,000. S. cerevisiae Yfh1-off respiration, WST-1 reduction, 72 h; higher fold induction means a stronger effect. fold induction at 50 µM, or EC50 in µM where a hit was titrated;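 active means fold induction of absorbance versus untreated yeast above a set limit, then at least 30% activation at any dose in follow-up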;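 further: activators that raise dye reduction in frataxin-depleted yeast; strong numbers were not always called active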
P. falciparum M1AAP: malaria alanyl aminopeptidase activity blockers – biochemical, fluorogenic H-Leu-NHMec substrate, 1536-well (AID 1445); recombinant M1AAP, H-Leu-NHMec fluorogenic kinetic assay; higher % means a stronger effect; hit rate 0.42% among 220,000; inhibition, % at 30 µM; hits with a dose series show IC50 in µM;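 active means primary inhibition above the hit cutoff, then over 50% inhibition at one or more dose response concentrations, cut at about 23% in these data, passing the limit was not always enough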;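 further: plate controls were DMSO full reaction for no effect and no enzyme background for full effect; strong numbers were not always called active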
Dynein cargo inh cytoplasmic EGFP: recorded beside Dynein cargo inh, whose call it bears; z-score; measured here: cytoplasmic GR-EGFP intensity; stronger effect = higher value
Dynein cargo inh nuclear GR-EGFP: recorded beside Dynein cargo inh, whose call it bears; z-score; measured here: nuclear GR-EGFP intensity;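 lower value marks the stronger effect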
Dynein cargo inh cell count: also measured in Dynein cargo inh; calls as there; z-score; measured here: cell count per field
Ins promoter up cell count: second read-out of Ins promoter up, no call of its own (marks repeat the call); cell count; measured here: cytotoxicity, nuclei count;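 total cells summed across four imaged fields per well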
Hep lipid drop cells 6.5 µM: further read-out of Hep lipid drop, marked with its call; cell count; measured here: cell count, cytotoxicity flag;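 cells counted across two imaged fields per well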
MT stabilize HCS Hoechst-high %: recorded beside MT stabilize HCS, whose call it bears; % Hoechst-high responders; measured here: nuclear condensation Hoechst responders;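 share of cells brighter than vehicle mean plus two SD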
MT stabilize HCS cytotoxicity %: further read-out of MT stabilize HCS, marked with its call; toxicity, %; measured here: cytotoxicity by cell density;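 0% = mean cell density of plate MIN control wells and 100% = no cells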
Autophagy mod cell loss 18 h: also measured in Autophagy mod; calls as there; toxicity, %; measured here: cell loss, nuclei count;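 cell loss after 18 h compound exposure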
The depositor's hits bear a star; i = inactive; x = no result given.

SMILES	Ins promoter up	Ins promoter up cell count	MT stabilize HCS	MT stabilize HCS Hoechst-high %	MT stabilize HCS cytotoxicity %	Dynein cargo inh	Dynein cargo inh cytoplasmic EGFP	Dynein cargo inh nuclear GR-EGFP	Dynein cargo inh cell count	P. falciparum M17LAP	Autophagy mod	Autophagy mod cell loss 18 h	Hep lipid drop	Hep lipid drop cells 6.5 µM	CSM14.1 death rescue	Yfh1-depleted yeast	P. falciparum M1AAP
CCc1cc(=O)oc2cc(C)cc(OC(=O)c3ccco3)c12	-0.02	1221	1.5	1.7	4.6	-0.618	0.321	-0.163	0.567	7.1%	i	-2.2	5.9	804	4.4%	i	0.3%
COc1cccc(C(=O)Nc2ccc(NC(=O)C3CC3)cn2)c1	-0.16	1503	2.8	2.7	10.0	-0.424	-0.209	-0.218	1.14	6.1%	i	4.1	x	x	-1.8%	i	-9.0%
COc1ccc2c(c1)C(=C(C#N)C#N)C(=O)N2CCc1ccccc1	1.09	1477	x	x	x	-2.79	0.135	-1.56	-0.445	7.8%	x	x	-2.9	643	x	i	7.3%
Cc1cc2c(OCC(O)CNC(C)(C)C)cccc2[nH]1 (centres undefined)	-1.07	897	3.1	2.0	9.1	-1.21	-0.265	-0.742	0.97	-6.1%	i	-7.3	7.2	729	2.4%	i	6.0%
CC(C)(C)c1csc(SCC(=O)Nc2ccc(Cl)cn2)n1	x	x	1.3	1.7	8.0	-1.19	-0.258	-0.436	-0.0971	18.9%	i	-7.2	-7.5	740	-4.5%	i	2.3%
Cn1c(/C(C#N)=C/C2CC=CCC2)nc2ccccc21 (centres undefined)	-0.51	1455	4.9	4.5	10.3	-1.62	-0.19	-0.65	0.422	1.8%	i	18.6	-4.2	705	-2.8%	i	0.0%
CCc1ccc(N2CC(C(=O)OC)CC2=O)cc1 (centres undefined)	0.56	1360	2.7	1.6	5.6	-0.743	-0.272	-0.386	1.09	-1.7%	i	15.9	3.9	723	-0.3%	i	5.7%
Cc1ccc(-n2c(SCC(=O)NCc3ccco3)nnc2-c2cccnc2)cc1	0.21	1231	3.2	2.9	6.7	-0.515	-0.244	-0.313	-0.776	34.3%	i	-8.1	-3.0	756	-1.6%	i	-4.0%
CCOC(=O)C(NC(C)=O)(OCc1ccc(F)cc1)C(F)(F)F (centres undefined)	0.92	1319	1.1	1.5	10.7	-0.205	-0.22	-0.252	0.169	0.7%	i	-0.6	x	x	-0.5%	i	0.1%
CSCCC(NC(=O)c1ccc(Cl)cc1)C(=O)OCC(=O)Nc1cc(Cl)ccc1C (centres undefined)	-0.06	1374	2.2	2.6	10.2	-0.304	-0.128	-0.0247	0.116	2.1%	i	0.9	12.7	629	2.4%	i	-0.1%
O=C(Nc1ccccc1-c1ccccc1)C1CCCCC1	-0.21	1449	2.5	2.6	9.7	0.0222	0.61	0.0373	0.0368	-0.6%	i	22.1	9.2	666	3.1%	i	7.0%
Cc1cccc(NC(=O)NC(=O)c2ccccc2)n1	-0.05	1237	2.9	2.4	8.1	-0.242	-0.262	0.0307	0.317	-3.8%	i	0.1	-0.1	674	x	i	0.5%
COC(=O)c1ccc(S(=O)(=O)N2CCN(C)CC2)n1C	x	x	x	x	x	0.784	-0.187	0.504	-0.392	-7.6%	x	x	40.2	781	x	i	-0.8%
O=C(CC(c1cccs1)S(=O)(=O)c1ccccc1)c1ccc(F)cc1 (centres undefined)	-0.22	1206	4.1	2.9	8.2	2.74	0.232	1.82	-2.62	11.9%	i	9.9	9.1	636	-0.7%	i	1.4%
O=C(CCCn1c(SCC(=O)NCC2CCCO2)nc2ccccc2c1=O)NCC1CCCO1 (centres undefined)	0.47	1283	4.7	3.3	8.9	-0.796	-0.0245	-0.0259	0.916	-1.0%	i	12.2	x	x	-0.4%	i	6.1%
COc1ccc(C(=O)/C=C/c2ccc(N3CCCCC3)c([N+](=O)[O-])c2)c(OC)c1	0.61	1419	5.5	2.2	5.3	-0.377	-0.288	-0.343	0.358	-11.3%	i	-2.8	-14.1	420	-0.2%	i	6.8%
Cc1ccc(N2C(=O)[C@@H]3[C@H](C2=O)[C@H]2C=CC=NN2[C@@H]3C(=O)Nc2ccc(Cl)cc2)cc1	1.2	1491	1.4	1.7	5.9	-1.26	-0.0534	0.204	0.327	5.2%	i	-28.6	x	x	0.3%	i	0.8%
CN(C)S(=O)(=O)c1ccc(NC(=O)CN2CCC(Cc3ccccc3)CC2)cc1	-1.56	1262	3.2	1.8	7.7	0.18	-0.227	0.12	-0.0843	-12.3%	i	-1.6	16.0	687	-0.8%	i	4.6%
N/C(=N\OS(=O)(=O)c1ccc2ccccc2c1)c1ccncc1	0.85	1355	2.4	1.0	9.5	-0.319	-0.251	-0.307	1.31	-9.9%	i	-1.6	x	x	0.2%	i	8.9%
O=C(C1CCCO1)N1CCN(C(=S)Nc2ccccc2C(F)(F)F)CC1 (centres undefined)	-0.48	1462	3.5	3.4	7.0	0.697	0.506	0.287	-0.274	1.5%	i	4.3	9.9	663	1.7%	x	4.2%
CC(=O)Nc1ccc(S(=O)(=O)N(C)S(=O)(=O)c2ccc(F)cc2)cc1	x	x	2.8	2.4	6.2	-0.515	-0.209	-0.0943	0.279	-0.1%	i	-15.6	x	x	0.3%	i	4.5%
O=C(O)CCC(NC(=O)OCc1ccccc1)C(=O)O (centres undefined)	0.1	1511	0.9	1.6	8.0	-0.183	-0.183	0.223	0.059	15.2%	x	x	x	x	-0.2%	i	9.5%
CN(c1ccccc1)S(=O)(=O)c1ccc(NC(=O)C2CCCCC2C(=O)O)cc1 (centres undefined)	x	x	2.8	2.2	8.0	0.571	-0.229	0.153	-0.324	10.1%	i	-26.5	x	x	6.9%	i	4.0%
O=C(O)Cc1ccc(Oc2ncc(C(F)(F)F)cc2Cl)cc1	0.57	1147	1.8	2.6	4.8	0.149	-0.357	0.0773	0.248	0.4%	i	-5.8	-4.2	693	0.0%	i	5.2%
C=CCN1C(=NC(=O)CCCC(=O)O)SC2CS(=O)(=O)CC21 (centres undefined)	-0.39	1504	5.4	2.6	3.3	-0.497	-0.317	-0.861	0.317	2.2%	i	-0.8	x	x	-2.3%	x	-2.0%
COc1ccc(C2C3=C(CC(C)(C)CC3=O)Oc3ncn(CC(C)C)c(=N)c32)cc1 (centres undefined)	x	x	2.0	2.3	12.5	1.51	-0.0835	0.89	-1.03	1.3%	i	5.1	x	x	1.5%	i	3.1%
CC(=O)CC(=O)Nc1ccccc1NC(C)=O	-0.09	1306	3.7	2.2	2.3	-0.96	-0.252	-0.682	0.521	2.5%	i	-7.1	19.1	733	-1.7%	x	3.0%
CC1=C(C(=O)OCC2CCCO2)C(c2ccncc2)C2=C(CCCC2=O)N1 (centres undefined)	0.51	1576	8.1	1.9	5.6	0.584	-0.116	0.652	-0.697	-21.8%	i	-0.5	x	x	0.1%	x	7.6%
O=C(COn1nnc2ccc(Cl)cc21)Nc1ccc(F)cc1	0.44	1316	1.3	1.2	6.7	-1.34	-0.246	-0.826	1.5	18.9%	i	-0.9	-1.5	785	0.2%	i	3.5%
S=c1[nH]nc(C(c2ccccc2)C2CCCCC2)o1 (centres undefined)	0.02	1102	x	x	x	-0.166	-0.276	0.818	-0.212	-1.4%	x	x	2.4	687	x	i	1.3%
Cc1ccc(C(=O)CSC2=NC(N)=C(C#N)C3(CCCCC3)C2C(N)=O)cc1 (centres undefined)	-0.61	1308	5.6	2.9	6.4	-0.493	-0.141	-0.0379	0.43	4.2%	i	-6.2	x	x	0.3%	i	6.4%
COc1ccc(OC)c(NC(=O)NNC(=O)CCCOc2ccc(Cl)cc2C)c1	-0.61	1434	3.1	1.7	7.7	-0.178	-0.382	0.00383	0.72	7.1%	i	-14.5	7.9	653	-0.4%	i	4.1%
CCN(CC)C(=O)CC(c1ccc2c(c1)OCO2)c1c(O)cc(OC)cc1OC (centres undefined)	0.03	1037	x	x	x	-0.755	-0.774	-0.299	0.225	8.9%	x	x	-0.7	685	x	i	5.8%
O=[N+]([O-])c1cc(S(=O)(=O)N2CCCC2)ccc1NCCc1ccccc1	0.34	1507	3.0	3.0	10.3	-0.338	0.47	-0.421	0.319	8.3%	i	4.3	13.7	615	-0.7%	i	8.1%
CCC(C)NS(=O)(=O)c1ccc(NC(=O)c2c(-c3ccccc3)noc2C)cc1 (centres undefined)	0.08	1031	2.1	1.2	8.8	0.0217	-0.204	0.0398	-0.0798	-4.7%	i	11.7	x	x	-0.2%	i	7.3%
C/C(Nc1ccc(C)cc1)=C(/C#N)C(N)=O	-0.66	905	1.0	0.8	8.6	-0.5	1.2	-0.261	0.4	-4.5%	i	-2.6	2.7	761	0.4%	i	-3.4%
CCOc1ccc(/C=C2\SC(=S)N(NS(=O)(=O)c3ccc(C)cc3)C2=O)cc1OC	0.11	1082	x	x	x	-0.866	-0.244	-0.29	0.838	21.5%	x	x	10.0	792	x	i	34.2µM*
Cc1ccc(C(C)NC(=O)c2cc(C)oc2C)cc1 (centres undefined)	-0.45	1307	4.0	2.0	1.8	-0.537	-0.174	-0.299	-0.0986	11.6%	i	-3.8	10.3	803	-1.3%	i	4.6%

Screens from PubChem.
